KLF5 inh = kruppel-like factor 5 inhibition | 290,000 compounds, 0.23% hits | inhibition, % at 5 µM | DLD-1 KLF5 promoter-luciferase reporter, luminescence;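 active means inhibition above a per-plate limit of that plate's mean compound inhibition plus 3 SD, cut at about 60% in these data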;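 further: 0% = DMSO wells and 100% = LY294002 at 200 µM; higher means less KLF5 promoter-driven luciferase light; inactives centre near -14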
MrgX1 antag = antagonists of human MrgX1 receptor. Q96LB2. MRGX1-HEK293 calcium flux, Fluo-4, BAM8-22 antagonism; hits give low values. B-score at 10 µM. 310,000 compounds, 1.3% hits. AID 588676;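 active means calcium-response B-score plate-corrected more than 3 library SD below zero, starting fluorescence within 5 deviations, no agonist response on first addition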;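 further: peak minus trough fluorescence over baseline after final BAM8-22 challenge near maximal dose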
Target sequence (Q96LB2 whole entry, looked up): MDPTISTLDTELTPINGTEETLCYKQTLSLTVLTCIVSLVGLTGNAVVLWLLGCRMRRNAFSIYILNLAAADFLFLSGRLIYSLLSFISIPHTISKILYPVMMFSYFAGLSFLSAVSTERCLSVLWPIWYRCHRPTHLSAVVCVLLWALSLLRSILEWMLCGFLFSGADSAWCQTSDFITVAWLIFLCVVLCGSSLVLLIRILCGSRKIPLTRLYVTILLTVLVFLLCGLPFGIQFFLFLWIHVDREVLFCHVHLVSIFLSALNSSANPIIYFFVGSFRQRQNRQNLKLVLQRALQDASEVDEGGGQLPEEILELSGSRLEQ
IEC-6 cytotox = kills IEC-6 intestinal cells in KLF5 counter-screen. IEC-6 cytotoxicity, luminescence viability. inhibition, % at 5 µM. 290,000 compounds, 0.78% hits. AID 1825; in the data active means inhibition above about 22%;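 further: 0% = plate median of test compound wells and 100% = cytotoxic reference compound wells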
Starred values were filed as active, the others as inactive; i = inactive; x = not tested or not shown. A portion of the library; rates above refer to the full screens.

SMILES | KLF5 inh | MrgX1 antag | IEC-6 cytotox
C#CCOCCOCCOCCNc1nc(N2CCN(C(=O)CCCCCCCCCCNC(=O)[C@@H](CCC(=O)O)n3cc(CCCCCN)nn3)CC2)nc(N2CCN(C(=O)CCCCCCCCCCNC(=O)[C@H](CO)n3cc(CCCCCN)nn3)CC2)n1 | x | i | x
C#CCOCCOCCOCCNc1nc(N2CCN(C(=O)CCCCCCCCCCNC(=O)[C@H]([C@@H](C)CC)n3cc(CCCCCN)nn3)CC2)nc(N2CCN(C(=O)CCCCCCCCCCNC(=O)[C@H](CCCCN)n3cc(CCCC(=O)O)nn3)CC2)n1 | x | i | x
Cc1ccc(CNC(=O)c2cc(-c3ccccc3)n(Cc3cc(C)no3)n2)cc1 | x | i | x
COc1ccc2c3n([n+]([O-])c2c1)CCN=C3c1ccc(C)cc1 | x | i | x
NC(=O)C1(N2CCCCC2)CCN(C(=O)CCCn2c(=O)[nH]c3ccsc3c2=O)CC1 | x | i | x
NC[C@H](O)c1ccc(O)c(O)c1 | x | i | x
CC[C@H](C)C(N)c1cn([C@@H](CC(N)=O)C(=O)N2CCNCC2)nn1 (stereo partly specified) | x | i | x
CCCCN1CCCCC1C(=O)Nc1c(C)cccc1C (stereo unspecified) | x | i | x
Oc1cc(O)cc(/C=C/c2ccc(O)c(O)c2)c1 | x | i | x
Cc1ccc(CNC(=O)c2ccc(N3CCC4(CC3)CC(c3cccc(Br)c3)=NO4)c(NC(=O)c3cccc(C)c3)c2)cc1 | x | i | x
Cc1ccccc1N1CCN(S(=O)(=O)C[C@]23CCC(CC2NC(=O)[C@@H](N)CCS(C)(=O)=O)C3(C)C)CC1 (stereo partly specified) | x | i | x
Cc1nc(-c2ccccc2)sc1C1(C)CC(c2ccc(OC(F)(F)F)cc2)=NO1 (stereo unspecified) | x | i | x
CCCC1CCc2[nH]nc(C(=O)NN)c2C1 (stereo unspecified) | x | i | x
CCCCCCN(CCCCCC)C(=O)Cc1c(-c2ccc(F)cc2)[nH]c2ccccc12 | x | i | x
CCc1ccc([C@@H]2CC=C(C(=O)O)CN2S(=O)(=O)c2ccc(C)cc2)cc1 | x | i | x
O=C(O)CCN(CC(=O)c1ccc(Cl)cc1)S(=O)(=O)c1ccc([N+](=O)[O-])cc1 | x | i | x
CCCNC(=O)C1(CC2CC(c3ccccc3)=NO2)CCN(C(=O)C2CCCC2)CC1 (stereo unspecified) | x | i | x
C[C@@]12C(=O)Nc3ccc(Br)cc3C(=O)N1[C@H]1c3cc(Br)ccc3OC[C@@H]1[C@@H]2c1ccccc1 | x | i | x
COC(=O)[C@@H](N)Cc1ccc(O)c(O)c1 | x | i | x
COC(=O)c1ccc(-c2cc3onc(-c4ccccc4)c3c(=O)n2C)cc1 | x | i | x
CCCCC/C=C\C/C=C\C/C=C\CCCCC(=O)O | x | i | x
Nc1ccccc1S(N)(=O)=O | x | i | x
c1ccc(-n2ncc3c2ncn2nc(CSc4nc5ccccc5s4)nc32)cc1 | x | i | x
C=C1CC[C@H](O)C/C1=C/C=C1\CCC[C@]2(C)[C@@H]([C@H](C)/C=C/[C@H](C)C(C)C)CC[C@@H]12 | x | i | x
Cc1ccc(C(=O)c2ccc(CC(=O)O)n2C)cc1 | x | i | x
Nc1ncnc2c1ncn2C1CCCC1 | x | i | x
CCCCCCCC/C=C\CCCCCCCC(=O)NCCc1ccc(O)c(O)c1 | x | i | x
NC(N)=NCCCC(NC(=O)c1ccccc1)C(=O)Nc1ccc2ccccc2c1 (stereo unspecified) | x | i | x
COc1ccc2c(c1)OC[C@H]1[C@H]2N2C(=O)c3cc(Br)ccc3NC(=O)[C@@]2(C)[C@H]1c1ccccc1 | x | -7.6* | x
C#CCOCCOCCOCCNc1nc(N2CCN(C(=O)CCCCCCCCCCNC(=O)[C@H]([C@@H](C)CC)n3cc(CCCCCN)nn3)CC2)nc(N2CCN(C(=O)CCCCCCCCCCNC(=O)[C@@H]([C@H](C)O)n3cc(C)nn3)CC2)n1 | x | i | x
CCOC(=O)[C@H]1[C@H]2COc3cc(OC)ccc3[C@@H]2N2C(=O)c3ccc(F)cc3NC(=O)[C@@]12C | x | i | x
COc1cc2c(cc1OC)-c1cc3ccc(OC)c(OC)c3c[n+]1CC2 | x | i | x
COc1ccccc1N1CCN(CCCCNC(=O)c2ccc3ccccc3c2)CC1 | x | i | x
NCCNC(=O)Cc1ccc(NC(=O)Cc2ccc(Nc3ncnc4c3ncn4[C@@H]3O[C@H](CO)[C@@H](O)[C@H]3O)cc2)cc1 | x | i | x
COc1ccc(-n2nnnc2SCC(=O)NC(=O)Nc2ccc3c(c2)OCCO3)cc1 | -54 | i | -2
O=c1/c(=C\c2cc([N+](=O)[O-])cc([N+](=O)[O-])c2O)sc2nc3ccccc3n12 | -2 | i | -2

Quoted from the listing (3 entries):
SMILES | KLF5 inh | MrgX1 antag | IEC-6 cytotox
COc1ccccc1N1CCN(CCCCNC(=O)c2ccc3ccccc3c2)CC1 | x | i | x
NCCNC(=O)Cc1ccc(NC(=O)Cc2ccc(Nc3ncnc4c3ncn4[C@@H]3O[C@H](CO)[C@@H](O)[C@H]3O)cc2)cc1 | x | i | x
COc1ccc(-n2nnnc2SCC(=O)NC(=O)Nc2ccc3c(c2)OCCO3)cc1 | -54 | i | -2

Remaining list, next part:
SMILES | KLF5 inh | MrgX1 antag | IEC-6 cytotox
COCCCNC(=O)c1ccc(CNS(=O)(=O)c2ccc(NC(C)=O)cc2)cc1 | -33 | i | 2
COC(=O)NC(=C(Cl)Cl)S(=O)(=O)c1ccccc1 | -12 | i | 3
COc1ccccc1NC(=O)CN1CCN(CC(=O)Nc2ccc3c(c2)OCCO3)CC1 | -27 | i | -1
COc1ccc(S(=O)(=O)CCC(=O)O)cc1 | 24 | i | 6
CCOC(=O)N1CCN(c2cc(=O)n(-c3ccc(OC)cc3)c(=O)[nH]2)CC1 | -3 | i | -10
COc1cc(/C=c2\sc3nc(=O)c(-c4ccccc4)nn3c2=O)ccc1OCCC(C)C | 9 | i | 7
COc1ccccc1-c1nnc(NC(=O)c2ccc(S(=O)(=O)N(C)Cc3ccccc3)cc2)o1 | -26 | i | 2
CCc1ccc(NC(=O)NCCN2CCc3ccccc3C2)cc1 | -61 | i | 2
CCCn1c(=O)[nH]c(=O)c2c1nc(-c1ccccc1)n2CCN1CCOCC1 | 11 | i | -2
O=C(O)C1Nc2c(O)cccc2C2C=CCC12 (stereo unspecified) | -3 | i | 21
CC(C)(C)c1csc(NC(=O)Cn2c(=O)oc3ccccc32)n1 | 21 | i | 5
O=[N+]([O-])c1ccc(C2Oc3ccccc3C3CC(c4ccccc4)=NN32)s1 (stereo unspecified) | -45 | i | 4
Cc1cccc(N2C(S)=C(C#N)C(=O)NC2c2cccs2)c1 (stereo unspecified) | -10 | i | 6
O=C(O)CNC(=O)c1ccccc1NC(=O)c1ccco1 | -19 | i | 3
CCc1cccc(C)c1NC(=O)CSc1nc2ccccc2n1CC(=O)N(C)C | 0 | i | 4
COc1ccc(N2CCN(C(=O)c3cccc(N4C(=O)C5CC=CC(C)C5C4=O)c3)CC2)cc1 (stereo unspecified) | -9 | i | -2
Cc1cc(=O)oc2cc(OCc3nnc(-c4ccccc4Br)o3)ccc12 | -51 | i | -6
COc1ccccc1-n1c(CNC(=O)c2ccccc2)nnc1SCC(=O)Nc1nnc(C)s1 | -16 | i | 0
Cn1c(Cl)c(C(=O)Nc2ccccc2)c2ccccc21 | -11 | i | -1
O=C(Cc1ccccc1)Nc1nnc(-c2ccco2)s1 | -30 | i | 5
COc1ccc(C2C(C#N)=C(N)Oc3cc(C)[nH]c(=O)c32)c(OC)c1OC (stereo unspecified) | -14 | i | 2
CC(C)Sc1nc2sc(-c3ccccc3)cc2c(=O)n1N | 1 | i | -7
Cn1c(=O)c(C(=O)CCl)c(N)n(CC2CC2)c1=O | -3 | i | -3
O=C(Cn1ncc2c1-c1ccccc1OC2)Nc1ccc(S(=O)(=O)N2CCCCC2)cc1 | 2 | i | -4
C=CCn1c(=N)c(C(=O)OCC)cc2c(=O)n3cccc(C)c3nc21 | -23 | i | 1
Cc1[nH]nc2c1C(C1CC=CCC1)C(C#N)=C(N)O2 (stereo unspecified) | -14 | i | -6
COc1ccc(C2C(C(=O)NCc3ccccn3)c3cc(OC)c(OC)cc3C(=O)N2C)cc1 (stereo unspecified) | -6 | i | 0
O=C(CNC(=O)OCc1ccccc1)Oc1cc2oc(=O)cc(-c3ccccc3)c2cc1Cl | -19 | i | -8
COc1ccc(CNC2CCCCC2C)c(OC)c1 (stereo unspecified) | 11 | i | -2
CCN(CC)c1ccc(NC2=C(Cl)C(=O)c3ccccc3C2=O)cc1 | -63 | i | 9
N=c1c(C(=O)NCc2ccc(F)cc2)cc2c(=O)n3ccccc3nc2n1CCCN1CCOCC1 | -22 | i | -1
Cc1ccc(NS(=O)(=O)c2ccc3c(c2)C(=O)c2ccccc2C3=O)c(C)c1 | -20 | i | 8
CCNC(=O)NC(=O)C(C)Sc1ccc2c(c1)OCCO2 (stereo unspecified) | -41 | i | -9
CC1CCCC(NC(=O)COC(=O)c2c[nH]c(=O)[nH]c2=O)C1C (stereo unspecified) | -12 | i | -3
COc1ccc(Cl)cc1-n1c(=S)sc2c(=O)[nH]c(SCC(=O)NCC3CCCO3)nc21 (stereo unspecified) | 6 | i | 4
CC1C(c2ccccc2)N(C)C(c2ccccc2)C(C)C1(O)C#Cc1ccccc1 (stereo unspecified) | -1 | i | -3
COc1ccc(-c2cc(C(=O)Nc3c(C)nn(Cc4ccccc4Cl)c3C)no2)cc1OC | -3 | i | -3
Cc1c(NC(=O)CSc2nc3ccc(Cl)cc3[nH]2)c(=O)n(-c2ccccc2)n1C | -1 | i | 2
CCOC(=O)N1CCN(c2c(N3CCc4ccccc4C3)c(=O)c2=O)CC1 | -6 | i | 0
COc1cc(NC(=O)CSc2nnc(-c3ccncc3)n2C2CCCCC2)ccc1NC(=O)c1ccco1 | -27 | i | -3
CCOC(=O)CNC(=O)c1nn(-c2cccc(OC)c2)c(=O)c2ccccc12 | -9 | i | 1
CCOc1ccc(NC(=O)/C(C#N)=C/c2ccc(N3CCCC3)c(C)c2)cc1 | -20 | i | -4
O=C1C2C3C=CC(C3)C2C(=O)N1c1cccc2cccnc12 (stereo unspecified) | -17 | i | 1
CCOC(=O)c1sc2nc3c(cc2c1N)COC(C)(C)C3 | -129 | i | 2
Nc1ccc(N2CCCCCC2)cc1 | 1 | i | 1
O=C(C1=NN(c2ccccc2)C2C(=O)N(c3ccc(Cl)cc3)C(=O)C12)c1ccccc1 (stereo unspecified) | 10 | i | -5
Cc1cccc(NC(=O)/C(C#N)=C/c2cn(CC(=O)NCc3ccco3)c3ccccc23)c1 | -38 | i | -1
C=CCNC(=S)N/N=C/c1ccc(C)c([N+](=O)[O-])c1 | 8 | i | 6
CC(C)Cn1c(N)c(C(=O)COC(=O)c2cc(C(F)(F)F)nc3ccccc23)c(=O)n(C)c1=O | -19 | i | 1
O=C(NCCN1CCOCC1)c1ccc(CS(=O)(=O)c2c(Cl)cccc2Cl)o1 | -24 | i | -4
C=CCNc1sc(C(=O)C2CC2)c(N)c1C#N | -4 | i | -4
CC(=O)OC1c2c(ccc3ccc(=O)oc23)OC(C)(C)C1OC(=O)CC(C)C (stereo unspecified) | -4 | i | -2
CN1CCN(S(=O)(=O)c2ccc(N3CCN(S(=O)(=O)c4cccs4)CC3)nc2)CC1 | -10 | i | 3
Cc1nn(C)c(C)c1S(=O)(=O)N(CC(=O)NCCN1CCOCC1)c1ccc(C(C)C)cc1 | 3 | i | 2
Cc1nnc(SCC(=O)NC(=O)NC2CCCC2)n1N | -21 | i | -4
CC1CCN(C(=O)c2ccc3c(c2)OCCO3)CC1 | -44 | i | -3
O=C(NCCCN1CCOCC1)c1cccs1 | -39 | -8.8* | 0
Cc1cc(N2C(=O)c3ccc(C(=O)NCc4ccccc4)cc3C2=O)no1 | -14 | i | 4
Cc1ccc(C(=O)NN2C(=O)/C(=C/c3cn(C)c4ccccc34)SC2=S)cc1 | -12 | -4.8* | 2

Compounds from the list above that contain an NH in an aromatic ring:
SMILES | KLF5 inh | MrgX1 antag | IEC-6 cytotox
NC(=O)C1(N2CCCCC2)CCN(C(=O)CCCn2c(=O)[nH]c3ccsc3c2=O)CC1 | x | i | x
CCCC1CCc2[nH]nc(C(=O)NN)c2C1 (stereo unspecified) | x | i | x
CCCCCCN(CCCCCC)C(=O)Cc1c(-c2ccc(F)cc2)[nH]c2ccccc12 | x | i | x
CCOC(=O)N1CCN(c2cc(=O)n(-c3ccc(OC)cc3)c(=O)[nH]2)CC1 | -3 | i | -10
CCCn1c(=O)[nH]c(=O)c2c1nc(-c1ccccc1)n2CCN1CCOCC1 | 11 | i | -2
COc1ccc(C2C(C#N)=C(N)Oc3cc(C)[nH]c(=O)c32)c(OC)c1OC (stereo unspecified) | -14 | i | 2
Cc1[nH]nc2c1C(C1CC=CCC1)C(C#N)=C(N)O2 (stereo unspecified) | -14 | i | -6
CC1CCCC(NC(=O)COC(=O)c2c[nH]c(=O)[nH]c2=O)C1C (stereo unspecified) | -12 | i | -3
COc1ccc(Cl)cc1-n1c(=S)sc2c(=O)[nH]c(SCC(=O)NCC3CCCO3)nc21 (stereo unspecified) | 6 | i | 4
Cc1c(NC(=O)CSc2nc3ccc(Cl)cc3[nH]2)c(=O)n(-c2ccccc2)n1C | -1 | i | 2

Compound activity: PubChem, several laboratories
